CCR6 antagonist = CCR6 receptor antagonists, primary screen, cell-based, CHO-K1, luminescence, beta-arrestin, uHTS | C-C chemokine receptor type 6 (Homo sapiens), P51684 | CHO-K1 CCR6 PathHunter beta-arrestin, CCL20-stimulated | inhibition, % at 20 µM | 340,000 tested, 0.49% active | AID 493098, 2011;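 active means compounds whose inhibition of the agonist-driven luminescence signal at 20 µM reaches about 50%, limit read from the data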;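 further: cells stimulated with CCL20 at 14 nM final; plate controls were DMSO with CCL20 for no effect and DMSO without agonist for full effect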
Target sequence (P51684 whole entry, looked up): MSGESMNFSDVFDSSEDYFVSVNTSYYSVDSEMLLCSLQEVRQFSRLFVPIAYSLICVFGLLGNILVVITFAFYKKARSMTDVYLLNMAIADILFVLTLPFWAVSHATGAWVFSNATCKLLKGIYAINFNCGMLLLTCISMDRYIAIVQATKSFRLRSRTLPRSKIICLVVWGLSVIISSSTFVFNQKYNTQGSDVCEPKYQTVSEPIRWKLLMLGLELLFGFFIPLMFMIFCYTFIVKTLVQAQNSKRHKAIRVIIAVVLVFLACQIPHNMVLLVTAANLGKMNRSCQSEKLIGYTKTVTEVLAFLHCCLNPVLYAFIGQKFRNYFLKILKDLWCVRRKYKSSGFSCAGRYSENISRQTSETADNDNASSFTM
XBP1 UPR activ = activators of adaptive XBP1 UPR arm, primary screen, cell-based, CHO-XBP1 luciferase reporter, luminescence, uHTS | IRE1-XBP1 UPR activation; percent of tunicamycin response, DMSO as zero | activation, % at 20 µM | 330,000 tested, 0.33% active | AID 463104, 2010;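 active means versus positive control, 20 µM dose yields 30% or more activation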;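 further: 100% = tunicamycin at 10 µg/mL and 0% = DMSO only wells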
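Material: CHO-XBP1 cells stably carrying IRE1-XBP1-driven luciferase reporter / Amount: 1000 cells per well / Compound: 20 µM, 1% DMSO / Times: 6 h treatment, 37 °C / Detection: luciferase luminescence / Measure: % activation of reporter signal versus tunicamycin and DMSO controls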
EBI2 block = EBI2 receptor antagonists, beta-arrestin recruitment, primary screen, cell-based, luminescence, 7a,25-OHC stimulation, uHTS | G-protein coupled receptor 183 (Homo sapiens), P32249 | 7a,25-OHC stimulated | AID 651636, 2012 | 360,000 tested, 0.81% active | inhibition, % at 5 µM; in the data active means inhibition above about 38%;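 further: enzyme fragment complementation signal reports receptor beta-arrestin coupling in cells; 0% = agonist plus DMSO wells and 100% = wells without agonist; some results beyond the cut were filed as inactive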
Target sequence (P32249 whole entry, looked up, the tested form may be a part): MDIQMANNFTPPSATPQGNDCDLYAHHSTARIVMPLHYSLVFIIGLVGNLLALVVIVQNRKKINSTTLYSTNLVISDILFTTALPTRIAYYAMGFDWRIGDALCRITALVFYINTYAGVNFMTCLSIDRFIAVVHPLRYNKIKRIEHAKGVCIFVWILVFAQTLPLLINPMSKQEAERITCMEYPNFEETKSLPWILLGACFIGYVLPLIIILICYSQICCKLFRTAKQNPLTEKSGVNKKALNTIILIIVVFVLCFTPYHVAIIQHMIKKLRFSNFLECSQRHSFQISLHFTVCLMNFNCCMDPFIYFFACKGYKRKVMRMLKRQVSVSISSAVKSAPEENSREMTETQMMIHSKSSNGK
Gli-Sufu antag = Gli-Sufu pathway antagonists, primary screen, luciferase luminescence, Sufu-KO-LIGHT cells, uHTS; 340,000 tested, 0.74% active; Sufu-KO-LIGHT fibroblasts, Gli luciferase reporter luminescence; inhibition, % at 5 µM;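 active means inhibition above about 55%, limit read from the data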;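 further: 0% = DMSO-treated cells and 100% = wells with medium but no cells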
CXCR6 block = CXCR6 receptor inhibitors, primary screen, cell-based, beta-arrestin, luminescence, CHO-K1 PathHunter, 1536-well. inhibition, % at 20 µM. 360,000 tested, 0.36% active; in the data active means inhibition above about 34%, passing the limit was not always enough;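 further: antagonist mode with CXCL16 agonist at 10 nM final; 0% = 10 nM CXCL16 with DMSO and 100% = unstimulated wells without agonist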
Target sequence (O00574 whole entry, looked up): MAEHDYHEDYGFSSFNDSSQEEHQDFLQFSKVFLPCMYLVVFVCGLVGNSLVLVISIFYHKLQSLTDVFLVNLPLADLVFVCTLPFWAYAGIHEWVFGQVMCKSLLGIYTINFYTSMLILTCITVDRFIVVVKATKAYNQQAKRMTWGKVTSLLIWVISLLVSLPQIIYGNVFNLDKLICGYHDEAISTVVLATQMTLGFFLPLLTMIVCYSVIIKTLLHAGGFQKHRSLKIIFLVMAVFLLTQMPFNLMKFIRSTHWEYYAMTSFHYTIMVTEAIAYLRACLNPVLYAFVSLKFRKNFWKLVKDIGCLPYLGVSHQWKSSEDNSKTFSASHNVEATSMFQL
UPR CHOP act = activators of apoptotic CHOP UPR arm, primary screen, cell-based, CHO-CHOP luciferase reporter, luminescence, uHTS | UPR activation; percent of tunicamycin response over DMSO baseline | activation, % at 10 µM | 330,000 tested, 0.34% active;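 active means at 10 µM dose, activation of 40% or more, normalized to positive control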;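 further: 100% = tunicamycin at 10 µg/mL and 0% = DMSO alone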
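Dosing – one dose, 10 µM in 0.5% DMSO · System – CHO-CHOP cells, stable luciferase reporter of PERK-eIF2a-CHOP signalling · Input – 500 cells/well · Control set – tunicamycin 10 µg/mL final as positive, DMSO-only wells as negative · Timing – 6 h compound treatment, 37 °C · Measure – % activation vs tunicamycin · Technique – luminescence read with Steady-Glo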
697 NFkB inh = inhibitors of PMA/ionomycin-induced NF-kB reporter, 697 cells, primary screen, B-cell NF-kB inhibitor project, cell-based, luminescence, uHTS; 697 B-cell NF-kB luciferase reporter, 16 h; inhibition, % at 4 µM; 330,000 tested, 0.33% active; AID 435022, 2010; in the data active means inhibition above about 35%
Mdm2-MdmX inh = inhibitors of human Mdm2-MdmX association, primary screen, cell-based, luminescence, split luciferase, SaOS-2, uHTS. SaOS-2 split-luciferase Mdm2/MdmX complementation. inhibition, % at 8 µM. 330,000 tested, 3% active;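 active means inhibition of at least 50% at 8 µM in the primary screen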
Jurkat NFkB inh = inhibitors of induced NF-kB luciferase reporter, primary screen, TCR NF-kB activation inhibitor project, cell-based, luminescence, uHTS; Jurkat, PMA/ionomycin-induced NF-kB luciferase reporter; inhibition, % at 4 µM; 330,000 tested, 0.53% active; AID 435003, 2010; in the data active means inhibition above about 50%
An asterisk follows results filed as active.

How did COc1cc(CCC(=O)OCC(=O)Nc2ccc(C)cc2Cl)cc(OC)c1OC do in these assays?
CCR6 antagonist: -3.6; XBP1 UPR activ: -3.2; EBI2 block: 10.5; Gli-Sufu antag: 0.5; CXCR6 block: 5.3; UPR CHOP act: -0.4; 697 NFkB inh: -28.2; Mdm2-MdmX inh: -17.0; Jurkat NFkB inh: -3.2

How did CC1CN(C(=S)NC(=O)c2ccc(Cl)cc2)CC(C)O1 (configuration not stated) do in these assays?
CCR6 antagonist: -3.2; XBP1 UPR activ: -3.4; EBI2 block: -10.5; Gli-Sufu antag: -5.0; CXCR6 block: 5.4; UPR CHOP act: -1.4; 697 NFkB inh: -10.3; Mdm2-MdmX inh: -0.9; Jurkat NFkB inh: 14.0

What do the screens show for `CCCCN1CC[C@H]2C=CC[C@@H](C(=O)NCCc3ccccc3)[C@H]2C1=O`?
CCR6 antagonist: 13.8; XBP1 UPR activ: -3.0; EBI2 block: 3.7; Gli-Sufu antag: -4.5; CXCR6 block: 7.0; UPR CHOP act: -0.4; 697 NFkB inh: 26.9; Mdm2-MdmX inh: 14.9; Jurkat NFkB inh: 17.2

What do the screens show for `CC1CCCN(C(=O)CN2C(=O)c3ccccc3C2=O)C1` (configuration not stated)?
CCR6 antagonist: -10.2; XBP1 UPR activ: -0.3; EBI2 block: -2.5; Gli-Sufu antag: 5.8; CXCR6 block: 6.7; UPR CHOP act: -2.2; 697 NFkB inh: 9.0; Mdm2-MdmX inh: -11.6; Jurkat NFkB inh: 10.3

What do the screens show for `Cc1cc2ncn(S(=O)(=O)c3ccc(F)cc3)c2cc1C`?
CCR6 antagonist: 11.4; XBP1 UPR activ: -1.4; EBI2 block: -20.4; Gli-Sufu antag: 11.0; CXCR6 block: -11.4; UPR CHOP act: 3.6; 697 NFkB inh: 8.4; Mdm2-MdmX inh: 12.1; Jurkat NFkB inh: -7.3

What do the screens show for `COc1cc(NC(=O)c2cc(C)on2)cc(OC)c1OC`?
CCR6 antagonist: -8.5; XBP1 UPR activ: -2.3; EBI2 block: -4.5; Gli-Sufu antag: 2.9; CXCR6 block: 0.5; UPR CHOP act: 0.2; 697 NFkB inh: 13.1; Mdm2-MdmX inh: -4.9; Jurkat NFkB inh: -5.8

How did CCOc1ccccc1Nc1nc2ccc(C)cc2n2cnnc12 do in these assays?
CCR6 antagonist: 2.5; XBP1 UPR activ: 1.7; EBI2 block: 1.5; Gli-Sufu antag: 0.1; CXCR6 block: -0.8; UPR CHOP act: 6.6; 697 NFkB inh: 8.6; Mdm2-MdmX inh: 25.6; Jurkat NFkB inh: -9.8

How did Cc1ccccc1NC(=O)c1sc2nc[nH]c(=O)c2c1C do in these assays?
CCR6 antagonist: 15.5; XBP1 UPR activ: -1.2; EBI2 block: 4.2; Gli-Sufu antag: 3.5; CXCR6 block: 0.3; UPR CHOP act: -1.8; 697 NFkB inh: -38.7; Mdm2-MdmX inh: 18.2; Jurkat NFkB inh: -10.9

What do the screens show for `CCOc1ccc(S(=O)(=O)N(C)c2ccc(OCC(=O)NCC3CCCO3)cc2)cc1` (configuration not stated)?
CCR6 antagonist: 7.9; XBP1 UPR activ: 1.2; EBI2 block: 4.8; Gli-Sufu antag: 3.4; CXCR6 block: 0.0; UPR CHOP act: -0.7; 697 NFkB inh: 21.4; Mdm2-MdmX inh: -21.0; Jurkat NFkB inh: 8.4

Results for COc1ccc(N2CCN(S(=O)(=O)c3ccc4c(c3)N(C(C)=O)CCO4)CC2)cc1 ?
CCR6 antagonist: -5.8; XBP1 UPR activ: -2.6; EBI2 block: -8.6; Gli-Sufu antag: 2.0; CXCR6 block: 3.6; UPR CHOP act: 1.7; 697 NFkB inh: -3.3; Mdm2-MdmX inh: 5.6; Jurkat NFkB inh: 0.1

Results for COc1ccc(CCN2CC(C(=O)NCCc3ccccc3C(F)(F)F)CCC2=O)cc1 (configuration not stated) ?
CCR6 antagonist: 14.1; XBP1 UPR activ: -10.3; EBI2 block: 24.5; Gli-Sufu antag: 24.8; CXCR6 block: 8.8; UPR CHOP act: 3.0; 697 NFkB inh: -52.5; Mdm2-MdmX inh: 12.0; Jurkat NFkB inh: -36.6

What do the screens show for `O=C(COC(=O)c1ccc(F)c([N+](=O)[O-])c1)NC(=O)NCc1ccccc1`?
CCR6 antagonist: -7.5; XBP1 UPR activ: 13.0; EBI2 block: -3.0; Gli-Sufu antag: -1.6; CXCR6 block: -13.3; UPR CHOP act: 3.6; 697 NFkB inh: -47.4; Mdm2-MdmX inh: 73.1*; Jurkat NFkB inh: -40.1

What do the screens show for `C[C@H](CO)N1C[C@H](C)[C@@H](CN(C)S(=O)(=O)c2cn(C)cn2)Oc2ccc(NS(=O)(=O)c3ccccc3)cc2C1=O`?
CCR6 antagonist: 9.1; XBP1 UPR activ: 1.8; EBI2 block: 1.2; Gli-Sufu antag: 2.4; CXCR6 block: 6.8; UPR CHOP act: 1.3; 697 NFkB inh: -8.8; Mdm2-MdmX inh: -20.2; Jurkat NFkB inh: 8.5

What do the screens show for `COc1ccc(-c2c(=O)n(OCc3ccccc3[N+](=O)[O-])c3ccccc3[n+]2[O-])c(OC)c1`?
CCR6 antagonist: -1.1; XBP1 UPR activ: -3.5; EBI2 block: -1.1; Gli-Sufu antag: -1.8; CXCR6 block: -1.5; UPR CHOP act: 1.4; 697 NFkB inh: 13.1; Mdm2-MdmX inh: -2.6; Jurkat NFkB inh: -0.4

How did CCCC(C)NC(=O)CSc1nnc(-c2c[nH]c3ccccc23)o1 (configuration not stated) do in these assays?
CCR6 antagonist: 2.4; XBP1 UPR activ: -0.2; EBI2 block: -2.3; Gli-Sufu antag: 8.8; CXCR6 block: 3.9; UPR CHOP act: 0.8; 697 NFkB inh: 4.0; Mdm2-MdmX inh: 0.5; Jurkat NFkB inh: -11.0

An excerpt from above in order of molar mass, lowest first.
How did CC1CN(C(=S)NC(=O)c2ccc(Cl)cc2)CC(C)O1 (configuration not stated) do in these assays?
CCR6 antagonist: -3.2; XBP1 UPR activ: -3.4; EBI2 block: -10.5; Gli-Sufu antag: -5.0; CXCR6 block: 5.4; UPR CHOP act: -1.4; 697 NFkB inh: -10.3; Mdm2-MdmX inh: -0.9; Jurkat NFkB inh: 14.0

How did COc1cc(CCC(=O)OCC(=O)Nc2ccc(C)cc2Cl)cc(OC)c1OC do in these assays?
CCR6 antagonist: -3.6; XBP1 UPR activ: -3.2; EBI2 block: 10.5; Gli-Sufu antag: 0.5; CXCR6 block: 5.3; UPR CHOP act: -0.4; 697 NFkB inh: -28.2; Mdm2-MdmX inh: -17.0; Jurkat NFkB inh: -3.2

What do the screens show for `COc1ccc(-c2c(=O)n(OCc3ccccc3[N+](=O)[O-])c3ccccc3[n+]2[O-])c(OC)c1`?
CCR6 antagonist: -1.1; XBP1 UPR activ: -3.5; EBI2 block: -1.1; Gli-Sufu antag: -1.8; CXCR6 block: -1.5; UPR CHOP act: 1.4; 697 NFkB inh: 13.1; Mdm2-MdmX inh: -2.6; Jurkat NFkB inh: -0.4

The list goes on:
How did COc1ccc2c(c1)-c1c(ssc1=S)C(C)(C)N2S(=O)(=O)c1ccc(C)cc1 do in these assays?
CCR6 antagonist: 40.8; XBP1 UPR activ: 6.1; EBI2 block: 26.5; Gli-Sufu antag: 11.5; CXCR6 block: 17.0; UPR CHOP act: 0.6; 697 NFkB inh: -37.3; Mdm2-MdmX inh: 58.0*; Jurkat NFkB inh: 2.2

What do the screens show for `CCCCNC(=S)N(C)/N=C/c1c(F)c(F)c(F)c(F)c1F`?
CCR6 antagonist: 2.2; XBP1 UPR activ: -0.6; EBI2 block: -11.7; Gli-Sufu antag: 4.7; CXCR6 block: -6.1; UPR CHOP act: -0.9; 697 NFkB inh: 1.5; Mdm2-MdmX inh: -0.4; Jurkat NFkB inh: 0.9

Results for CCC(C)(C)NC(=O)C(c1ccc(F)cc1)N(CCOC)C(=O)CCC(=O)Nc1nccs1 (configuration not stated) ?
CCR6 antagonist: -3.8; XBP1 UPR activ: -3.4; EBI2 block: -7.4; Gli-Sufu antag: -7.4; CXCR6 block: 9.3; UPR CHOP act: 1.4; 697 NFkB inh: -1.7; Mdm2-MdmX inh: -19.4; Jurkat NFkB inh: -25.7

How did Cc1ccc(C(=O)O/N=C(\N)c2ccccn2)c(C)c1 do in these assays?
CCR6 antagonist: 4.1; XBP1 UPR activ: -8.3; EBI2 block: -7.6; Gli-Sufu antag: 73.2*; CXCR6 block: -10.0; UPR CHOP act: -9.9; 697 NFkB inh: -11.8; Mdm2-MdmX inh: 99.0*; Jurkat NFkB inh: 76.2*

What do the screens show for `Cc1ccccc1CNC(=O)c1ccccc1NS(C)(=O)=O`?
CCR6 antagonist: 0.9; XBP1 UPR activ: -3.4; EBI2 block: -7.1; Gli-Sufu antag: 11.1; CXCR6 block: -11.0; UPR CHOP act: 0.8; 697 NFkB inh: -1.0; Mdm2-MdmX inh: 5.0; Jurkat NFkB inh: -0.1

Results for CC1CCCN(C(=O)COC(=O)COc2ccc(Cl)cc2)C1 (configuration not stated) ?
CCR6 antagonist: 2.5; XBP1 UPR activ: -3.6; EBI2 block: -8.1; Gli-Sufu antag: -1.0; CXCR6 block: -2.2; UPR CHOP act: -0.7; 697 NFkB inh: -2.7; Mdm2-MdmX inh: -54.5; Jurkat NFkB inh: -9.1

How did COc1ccc2c(C=O)cn(C)c2c1 do in these assays?
CCR6 antagonist: -1.1; XBP1 UPR activ: 2.6; EBI2 block: -5.8; Gli-Sufu antag: -5.4; CXCR6 block: -2.9; UPR CHOP act: -2.6; 697 NFkB inh: -5.0; Mdm2-MdmX inh: -3.6; Jurkat NFkB inh: -6.4

What do the screens show for `CN(C(=O)c1ccccc1C(=O)OCC(=O)NCc1ccccc1)C1CCCCC1`?
CCR6 antagonist: 17.2; XBP1 UPR activ: -0.9; EBI2 block: 1.8; Gli-Sufu antag: -15.6; CXCR6 block: -4.1; UPR CHOP act: -1.3; 697 NFkB inh: 0.5; Mdm2-MdmX inh: -7.9; Jurkat NFkB inh: 4.4

Results for Cc1ccc(/C=C/C(=O)OCC(=O)NCc2ccc(Cl)cc2)o1 ?
CCR6 antagonist: 10.7; XBP1 UPR activ: 1.5; EBI2 block: 1.3; Gli-Sufu antag: -10.2; CXCR6 block: -4.0; UPR CHOP act: -2.3; 697 NFkB inh: 21.5; Mdm2-MdmX inh: 8.6; Jurkat NFkB inh: 0.5

How did CC1CC(=O)C2=C(C1)Nc1ccccc1SC2c1ccc(F)cc1 (configuration not stated) do in these assays?
CCR6 antagonist: 3.4; XBP1 UPR activ: -0.5; EBI2 block: 0.9; Gli-Sufu antag: -1.6; CXCR6 block: 6.5; UPR CHOP act: -3.5; 697 NFkB inh: -4.0; Mdm2-MdmX inh: -2.4; Jurkat NFkB inh: 1.7

Screening results: PubChem BioAssay, Sanford-Burnham Center for Chemical Genomics
